High-throughput results: PubChem BioAssay, Broad Institute
Xi reactivation – reactivates the inactive X chromosome in mouse fibroblasts; AID 743238; actives 0.055% (n = 360,000); XiGFP mouse fibroblasts, % GFP-positive cells imaging, 3 d; cells co-treated with 5-aza-dC sensitizer; scaled so ellipticine positive control = 100%; activation, % at 7.58 µM;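 active = mean normalized replicate activation at least 10% and every replicate at or above 10%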;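 note: 0% = median of on-plate neutral control wells and 100% = ellipticine 6 µM median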
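assay system = SV40-immortalized XiGFP fibroblast cells, line 68-5-11 | buffer or medium = DMEM plus 5-aza-dC sensitizer | doses = single-point pinned compound dosing | times = 3-day compound exposure, then 15 min fixation at room temperature | benchmarks = positive control ellipticine, 6 µM final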
S100A4 inh HTS – inhibitors of human S100A4 binding to myosin IIA peptide; P26447; S100A4/TAMRA-MyoIIA peptide fluorescence polarization; inhibition, % at 10.7 µM; actives 0.14% (n = 360,000); AID 652163;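 active = mean inhibition of at least 70% across replicates, with every replicate also reaching that level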
Target sequence (P26447 whole entry, looked up): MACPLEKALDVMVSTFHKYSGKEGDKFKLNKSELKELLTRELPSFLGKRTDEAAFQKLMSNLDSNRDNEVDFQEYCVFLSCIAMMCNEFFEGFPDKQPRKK
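assay system = human S100A4 monomer with TAMRA-labelled myosin IIA peptide | also added = labelled myosin peptide probe, 5 nM | incubation = 5 min between mix addition and reading | control set = DMSO and TFP controls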
SIRT5 inh – sirtuin-5 (human) deacylase inhibition. Q9NXA8. Purified SirT5, succinyl-peptide AMC, trypsin-coupled fluorescence. inhibition, % at 15 µM. actives 1.1% (n = 330,000). AID 652115; in the data active = inhibition above about 15%
Target sequence (Q9NXA8 whole entry, looked up): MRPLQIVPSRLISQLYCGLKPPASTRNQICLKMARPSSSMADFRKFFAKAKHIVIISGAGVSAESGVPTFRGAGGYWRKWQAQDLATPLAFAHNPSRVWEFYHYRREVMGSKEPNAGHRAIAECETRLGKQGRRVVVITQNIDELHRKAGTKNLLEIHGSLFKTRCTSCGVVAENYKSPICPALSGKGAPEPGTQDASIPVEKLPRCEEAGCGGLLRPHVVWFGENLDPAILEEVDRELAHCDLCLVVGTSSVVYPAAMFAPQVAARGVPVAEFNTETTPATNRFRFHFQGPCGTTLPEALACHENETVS
C2C12 statin – protects C2C12 myotubes from simvastatin toxicity; ATP luminescence, 48 h; scaled: DMSO 0, geranylgeraniol control 100; rescue of ATP level, % at 7.49 µM; actives 0.78% (n = 330,000);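 active = mean ATP rescue above about 67%, or every replicate alone reaching that limit, limit read from the data, passing the limit was not always enough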;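 note: myotubes were challenged with 10 µM simvastatin during compound exposure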
Cneo AK release – Cryptococcus neoformans lysis via adenylate kinase release | C. neoformans lysis, adenylate kinase release luminescence, 4 h; normalised: neutral wells 0, clomiphene wells 100 | lysis activity, % at 15 µM | actives 0.2% (n = 360,000) | AID 651654;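 active = mean lysis activity across replicates of at least 80%, whatever share of replicates individually reach that level; inactive = mean lysis activity below 80%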
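Assay system: Cryptococcus neoformans yeast cells / Dosing: single-point compound dose / Timing: 4 h at 37 °C static, read 1 h later / Measured by: luminescence of released adenylate kinase using an AK detection reagent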
PGC1a acetyl inh – PGC1a acetylation modulation, inhibitor mode; actives 0.17% (n = 350,000); inhibition, % at 15.6 µM; U2OS PGC1a acetylation, AlphaScreen anti-acetyl-lysine; with virally co-expressed GCN5 acetyltransferase;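 active = every replicate shows inhibition of at least 40%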;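 note: 0% = neutral control wells and 100% = positive control wells; some results beyond the cut were filed as inactive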
ERAP1 HTS inh – inhibitors of human ERAP1 aminopeptidase; Q9NZ08; recombinant ERAP1, Leu-AMC fluorescence, 60 min; inhibition, % at 10.7 µM; actives 0.15% (n = 340,000);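 active = mean replicate inhibition of at least 30%, or all replicates individually reaching that 30% level; inactive = mean below 30% and not every replicate reaching it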;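 note: 0% = neutral control wells and 100% = L-leucinethiol positive control wells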
LGR2 antag – inhibitors of bursicon-induced Drosophila LGR2 receptor cAMP signaling; HEK293 LGR2, CRE-luciferase, bursicon-stimulated, 4 h; inhibition, % at 9.99 µM; actives 0.35% (n = 380,000);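 active = drop in luminescence signal, shown as inhibition above about 50% in the replicate tests, limit read from the data, passing the limit was not always enough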;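 note: agonist challenge used bursicon conditioned medium at about half maximal strength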
Active calls of the source: *; / = no result given. A portion of the library; rates above refer to the full screens.

The opening 8 records, to show the layout:
SMILES	Xi reactivation	S100A4 inh HTS	SIRT5 inh	C2C12 statin	Cneo AK release	PGC1a acetyl inh	ERAP1 HTS inh	LGR2 antag
CCCC(=O)Nc1ccc(Cc2ccc(NC(=O)CCC)c(C(=O)O)c2)cc1C(=O)O	0.0	1.6	2.1	-2.0	/	6.1	0.2	0.2
CN(C)C(=O)c1ccc(-c2ccc([C@H]3[C@H](CO)N4CCCCN(C(=O)C5CCCC5)C[C@@H]34)cc2)cc1	/	-6.6	-2.5	/	-2.2	-2.2	-1.2	/
OCCC1CN(CC2CCCCC2)CCN1C1CCCC1 (stereo not drawn)	0.0	1.6	2.3	7.4	0.8	/	1.0	-14.9
COC(=O)CNC(=O)c1cccc(Cl)c1	-0.1	-0.5	-2.7	/	/	-0.2	-0.6	19.3
COc1ccc(OC)c(NC(=O)COC(=O)c2cc3c(s2)CCC3)c1	0.0	0.7	2.0	/	/	/	-2.9	12.9
Cn1c(=O)c(=O)n(C)c2cc(S(=O)(=O)NCCOc3ccccc3)ccc21	0.0	-1.1	2.3	/	/	-17.7	0.8	7.8
CN(C)C(=O)c1cccc(-c2ccc3c(c2)[C@@H]2[C@@H](CCN2C(=O)Cc2ccccn2)[C@@H](CO)N3C)c1	0.0	/	/	-18.2	-27.3	-5.0	/	4.6
COc1ccc(NC(=O)N[C@@H]2CC[C@@H](CC(=O)NCc3ccccn3)O[C@@H]2CO)cc1	0.5	-9.6	-1.9	-3.3	52.5	-5.5	2.8	16.5

The listing, previewed entries included:
SMILES	Xi reactivation	S100A4 inh HTS	SIRT5 inh	C2C12 statin	Cneo AK release	PGC1a acetyl inh	ERAP1 HTS inh	LGR2 antag
CCCC(=O)Nc1ccc(Cc2ccc(NC(=O)CCC)c(C(=O)O)c2)cc1C(=O)O	0.0	1.6	2.1	-2.0	/	6.1	0.2	0.2
CN(C)C(=O)c1ccc(-c2ccc([C@H]3[C@H](CO)N4CCCCN(C(=O)C5CCCC5)C[C@@H]34)cc2)cc1	/	-6.6	-2.5	/	-2.2	-2.2	-1.2	/
OCCC1CN(CC2CCCCC2)CCN1C1CCCC1 (stereo not drawn)	0.0	1.6	2.3	7.4	0.8	/	1.0	-14.9
COC(=O)CNC(=O)c1cccc(Cl)c1	-0.1	-0.5	-2.7	/	/	-0.2	-0.6	19.3
COc1ccc(OC)c(NC(=O)COC(=O)c2cc3c(s2)CCC3)c1	0.0	0.7	2.0	/	/	/	-2.9	12.9
Cn1c(=O)c(=O)n(C)c2cc(S(=O)(=O)NCCOc3ccccc3)ccc21	0.0	-1.1	2.3	/	/	-17.7	0.8	7.8
CN(C)C(=O)c1cccc(-c2ccc3c(c2)[C@@H]2[C@@H](CCN2C(=O)Cc2ccccn2)[C@@H](CO)N3C)c1	0.0	/	/	-18.2	-27.3	-5.0	/	4.6
COc1ccc(NC(=O)N[C@@H]2CC[C@@H](CC(=O)NCc3ccccn3)O[C@@H]2CO)cc1	0.5	-9.6	-1.9	-3.3	52.5	-5.5	2.8	16.5
CC(C)CN(C(=O)CSc1nn(-c2ccc(Cl)cc2)c(=S)s1)C1CCS(=O)(=O)C1 (stereo not drawn)	-0.1	-0.1	1.9	/	/	-0.9	3.8	-9.0
CC(=O)c1cccc(NC(=O)c2sc3nc4n(c(=O)c3c2C)CCCC4)c1	0.0	0.7	-0.4	-6.4	-1.5	0.2	-1.8	-7.2
CCN(CC(=O)Nc1ccccc1C(F)(F)F)C(=O)CCSc1ccc(F)cc1	5.3	3.9	-4.0	-2.7	3.3	-106.5	-2.8	6.7
COc1cccc(CNC(=O)CCSCc2ccccc2F)c1	0.0	0.3	-1.8	/	/	-18.5	-2.7	-9.4
O=C(CCN1CCCCC1)N=Nc1c(O)[nH]c2ccccc12	-0.1	-6.2	-0.1	-7.4	/	-9.1	1.4	13.4
CCN(C(=O)Cn1c(=O)oc2cc(S(=O)(=O)N3CCCC3)ccc21)c1ccc(OC)cc1	-0.1	2.0	-3.3	2.7	-0.3	-8.1	-1.1	41.3
CCc1ccc(/C=N/n2c(COc3ccccc3)n[nH]c2=S)cc1	0.2	-4.2	1.1	-3.4	1.6	8.3	-1.5	16.5
CCOC(=O)C(CC)/C(C)=N\NC(=O)c1ccccc1O (stereo not drawn)	0.0	-1.7	0.9	/	/	/	-1.5	-1.5
CCOC(=O)c1nn(-c2ccccc2)c(=O)c2c(NC(C)=O)scc12	0.1	-4.3	-4.1	/	/	/	-1.3	-34.4
COCC(=O)Nc1ccc2c(c1)C(=O)N(C)[C@H]1CC[C@@H](CC(=O)O)O[C@@H]1CO2	0.1	/	/	3.8	0.9	0.5	/	5.9
C=CCNC(=O)c1cc(C(=O)C(C)c2ncc(C(F)(F)F)cc2Cl)c[nH]1 (stereo not drawn)	0.0	1.0	-5.7	3.7	-2.1	/	-11.4	4.8
CC(=O)c1ccc(N2CCN(C(=O)c3ccc4[nH]c(C)c(C)c4c3)CC2)cc1	0.3	-3.7	2.3	0.3	-0.8	-27.4	-1.3	-3.4
COc1cccc(-c2cnc3c(c2)C(=O)N([C@H](C)CO)C[C@@H](C)[C@@H](CN(C)C(=O)Nc2ccccc2F)O3)c1	-0.2	-2.4	4.3	/	/	12.1	3.9	-6.0
CC(Cc1ccccc1)C(=O)Nc1ccc(Br)cc1 (stereo not drawn)	0.1	-7.6	0.1	-3.5	-2.4	-2.8	3.6	-37.7
O=C(NCC1CCCO1)c1ccc(-c2cccc(C(F)(F)F)c2)o1 (stereo not drawn)	0.1	-3.3	-2.3	-44.2	1.7	/	0.9	0.9
C[C@@H]1CN([C@@H](C)CO)S(=O)(=O)c2ccc(-c3cccc(F)c3)cc2O[C@H]1CN(C)S(=O)(=O)c1ccccc1	-0.8	3.1	12.7	-43.4	1.9	-19.4	-0.9	0.4
O=C(c1ccc([N+](=O)[O-])cc1)N(Cc1ccc(Cl)cc1Cl)N1C(=O)CCCC1=O	/	/	/	25.4	1.7	-0.3	/	3.2
Next part:
SMILES	Xi reactivation	S100A4 inh HTS	SIRT5 inh	C2C12 statin	Cneo AK release	PGC1a acetyl inh	ERAP1 HTS inh	LGR2 antag
C=CCOc1ccc2c(CC)cc(=O)oc2c1C	0.5	3.0	-1.3	-1.5	2.8	5.3	2.0	-20.6
Cc1cc(C)c2oc(C(=O)NCCc3ccc(S(N)(=O)=O)cc3)cc(=O)c2c1	0.0	-0.7	-5.2	-6.0	-0.5	1.2	1.8	10.2
O=S(=O)(Nc1cccc(-c2ccc(N3CCOCC3)nn2)c1)c1ccc(Cl)c(Cl)c1	0.0	2.1	-4.5	0.2	-3.9	10.2	-0.7	-38.7
CCN(CC)C(=O)[C@H]1CC(CC(=O)NC/C=C(\C)CCC=C(C)C)C(=O)N2CCc3c([nH]c4ccccc34)[C@]12C (stereo partly drawn)	-0.1	-5.2	-0.3	-2.3	9.4	-2.6	-5.6	44.8
COc1ccccc1NC(=O)C1CC(C)OC1=O (stereo not drawn)	-0.1	1.4	-3.4	9.9	1.1	-5.2	4.5	-7.7
O=C(NCC1CC1)[C@@H]1N[C@@H]2c3ccc(C4=CCCCC4)c(=O)n3C[C@@H]2[C@H]1CO	0.1	-3.2	-3.8	14.1	-1.4	/	0.2	2.5
CC1(C(=O)NS(=O)(=O)C2CC2)CCCN(C(=O)c2ccco2)C1 (stereo not drawn)	0.5	0.0	-4.0	-0.8	-1.2	3.2	2.2	-9.1
O=C(CN1CCCN(Cc2ccc(F)cc2)S1(=O)=O)NC1CCCC1	0.1	3.5	-1.4	16.7	-2.9	-21.2	0.0	-16.0
O=C(Nn1c(Cc2ccccc2)nc2ccccc2c1=O)c1c(O)c2cccc3c2n(c1=O)CCC3	-0.8	-4.5	-1.1	/	/	/	5.4	-14.0
CC1=NN(c2nc3ccccc3[nH]2)C(=O)C1Cc1ccccc1 (stereo not drawn)	/	-0.4	2.3	/	-0.2	7.3	-3.3	-6.1
COc1ccc(Cn2nnnc2C(c2cc3cc(C)ccc3[nH]c2=O)N2CCN(C)CC2)cc1 (stereo not drawn)	0.0	-6.1	-3.5	/	/	/	-2.0	/
Cc1cnc(NC(=O)CC(C)c2ccccc2)s1 (stereo not drawn)	0.4	-16.0	-2.0	-25.9	3.5	-0.4	-0.8	-20.1
CCn1nc(NC(=O)C2CCCO2)c2cc3cccc(C)c3nc21 (stereo not drawn)	0.2	-0.2	1.1	/	-1.9	-1.0	-9.6	/
CCOc1ccc(NC(=S)Nc2ccccc2C2(C)CC2)cc1	0.0	-5.1	-2.2	/	/	3.8	-2.2	11.2
CCOc1ccc(-n2c(SCC(=O)NCc3ccco3)nc3ccccc3c2=O)cc1	0.1	-1.2	1.4	/	/	2.7	2.1	12.5
CC(C)(C)NC(=O)COC(=O)c1cc(Cl)ccc1[N+](=O)[O-]	0.1	-2.1	0.4	5.3	1.7	-0.1	1.0	22.4
C[C@H]1CN([C@@H](C)CO)C(=O)c2cc(N(C)C)ccc2O[C@H]1CN(C)S(=O)(=O)c1ccc(F)cc1	-0.6	8.7	-1.9	4.2	-3.2	-0.9	0.4	3.0
Cc1[nH]c2ccccc2c1C(=O)COC(=O)C1CCC1	0.0	2.3	1.2	-0.3	-0.2	/	-3.7	-11.9
CCOc1ccc(NC(=O)N(Cc2ccc(C)cc2)Cc2ccccn2)cc1	0.0	-1.1	-6.0	2.6	-1.8	-9.0	-0.4	4.9
CN(C)CC(=O)Nc1ccc2c(c1)[C@@H]1C[C@@H](CC(=O)NCCN3CCCCC3)O[C@H](CO)[C@@H]1O2	0.0	-51.4	-0.8	4.5	3.8	30.8	-0.1	2.4
O=C(C[C@@H]1CC[C@@H]2NC[C@H](O)COC[C@H]2O1)NCCN1CCCCC1	0.4	/	/	-7.6	51.0	12.3	/	-7.8
COc1ccc(S(=O)(=O)N(C)C[C@H]2Oc3c(NC(=O)c4cnccn4)cccc3C(=O)N([C@@H](C)CO)C[C@@H]2C)cc1	0.1	7.3	-1.2	25.0	-3.2	-4.3	1.4	-8.6
CCOc1ccccc1C=NN1CCCCCC1	0.0	2.5	-2.0	0.6	/	17.8	0.1	-15.9
O=C(NCCOc1cccnc1)C1CCC(=O)N(Cc2ccccc2F)C1 (stereo not drawn)	0.1	-4.9	-0.9	/	-0.2	/	-1.9	6.3
Cc1ccsc1/C=C1\Oc2cc(O)ccc2C1=O	0.0	0.2	4.8	8.5	-1.6	0.4	6.5	-81.1
Cc1ccc(C)n1-c1ccc(C(=O)NN)s1	0.5	-5.2	/	6.1	-0.5	12.7	7.2	-5.5
N=C1C(c2nc3ccccc3s2)=C(O)CN1C1CCC(O)CC1 (stereo not drawn)	-0.1	-2.6	-0.4	/	/	/	4.5	-22.5
Cc1cccc(C)c1NC(=O)CSc1ncnc2nc[nH]c12	/	3.1	1.4	-7.8	-1.2	-0.8	-4.2	8.1
COCCn1c(SC(C)C(=O)NCC2CCCO2)nc2sc3c(c2c1=O)CCC3 (stereo not drawn)	0.3	18.1	3.7	-12.4	3.1	-6.8	2.2	-2.7

Only ERAP1 HTS inh and Xi reactivation, for 2 of the compounds above:
Molecule | ERAP1 HTS inh | Xi reactivation
O=C(NCC1CC1)[C@@H]1N[C@@H]2c3ccc(C4=CCCCC4)c(=O)n3C[C@@H]2[C@H]1CO | 0.2 | 0.1
COCC(=O)Nc1ccc2c(c1)C(=O)N(C)[C@H]1CC[C@@H](CC(=O)O)O[C@@H]1CO2 | / | 0.1
